# Source: PubChem BioAssay
# miR122 inh = miR-122 Renilla sensor signal increase in Huh7, primary screen, miR-122 inhibitor project, cell-based, single point, plate reader; 340,000 tested, 0.3% active; activation (reporter increase), % at 12.5 µM; Huh7 miR-122 Renilla luciferase sensor, 48 h; neutral wells = 0, positive control = 100;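 active means mean replicate activation score at least 90 and every replicate individually at or above 90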;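 further: higher luciferase means less miR-122 activity so hits act as miR-122 inhibitors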
# Cneo AK release = Cryptococcus neoformans cell lysis inducers, primary screen, AK release luminescence, single concentration | C. neoformans lysis, adenylate kinase release luminescence, 4 h; normalised: neutral wells 0, clomiphene wells 100 | lysis activity, % at 15 µM | 360,000 tested, 0.2% active;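 active means mean lysis activity across replicates of at least 80%, whatever share of replicates individually reach that level; inactive means mean lysis activity below 80%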
#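 Material: C. neoformans cells | Amount: Yeast cell density of 5 × 10^6 cells/mL | Medium: Fresh YPD growth medium | Dosing: Single dose | Times: Static 4 h at 37 °C with compound, 1 h detection | Detection: AK luminescence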
# SIRT5 block = SIRT5 desuccinylase inhibitors, primary screen, biochemical, fluorescence imaging, single point, set 5; NAD-dependent protein deacylase sirtuin-5, mitochondrial (Homo sapiens), Q9NXA8; Purified SirT5, succinyl-peptide AMC, trypsin-coupled fluorescence; inhibition, % at 15 µM; 330,000 tested, 1.1% active; AID 652115, 2013; in the data active means inhibition above about 15%
# Target sequence (Q9NXA8 whole entry, looked up): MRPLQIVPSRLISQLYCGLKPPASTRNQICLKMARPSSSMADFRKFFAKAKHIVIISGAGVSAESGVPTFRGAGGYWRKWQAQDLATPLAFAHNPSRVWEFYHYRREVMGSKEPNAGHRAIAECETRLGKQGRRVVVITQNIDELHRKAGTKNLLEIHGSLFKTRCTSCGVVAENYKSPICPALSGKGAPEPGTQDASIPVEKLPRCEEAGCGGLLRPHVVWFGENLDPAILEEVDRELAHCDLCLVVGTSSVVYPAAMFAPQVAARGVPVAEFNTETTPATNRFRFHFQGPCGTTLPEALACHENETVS
# esBAF inh = Bmi1 luciferase reporter increase in mESCs, primary screen, esBAF inhibitor project, mouse ES cells, Bmi1 luciferase knock-in, single point; 24 h; 100% = twice the neutral-well signal; reporter increase, % at 12.5 µM; 350,000 tested, 2% active; AID 602393, 2012; in the data active means activation above about 40%;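 further: 0% = median of the plate's neutral control wells and 100% = double that signal; a rise in the Bmi1 reporter signal indicates esBAF inhibition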
# ERp5 block = inhibitors of ERp5-driven insulin aggregation, primary screen, biochemical, turbidity, absorbance 650 nm, single point; Protein disulfide-isomerase A6 (Homo sapiens), Q15084; 90 min; inhibition, % at 9.99 µM; 350,000 tested, 0.05% active; AID 651711, 2012;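 active means mean replicate inhibition above about 25%, with every replicate also reaching it, limit read from the data, passing the limit was not always enough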
# Target sequence (Q15084 whole entry, looked up): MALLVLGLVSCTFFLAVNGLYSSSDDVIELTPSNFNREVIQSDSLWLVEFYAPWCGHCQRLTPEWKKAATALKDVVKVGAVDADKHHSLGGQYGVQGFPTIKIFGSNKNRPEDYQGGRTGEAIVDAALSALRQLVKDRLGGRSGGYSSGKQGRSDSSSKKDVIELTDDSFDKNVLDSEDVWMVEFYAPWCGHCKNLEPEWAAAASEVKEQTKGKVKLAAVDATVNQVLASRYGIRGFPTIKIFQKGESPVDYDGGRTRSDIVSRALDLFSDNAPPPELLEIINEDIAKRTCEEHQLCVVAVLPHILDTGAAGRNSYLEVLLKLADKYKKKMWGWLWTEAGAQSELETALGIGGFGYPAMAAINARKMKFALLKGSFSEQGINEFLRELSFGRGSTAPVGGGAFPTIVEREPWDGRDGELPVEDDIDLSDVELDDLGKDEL
# ARNT-TACC3 inh = disruptors of ARNT/TACC3 protein interaction, primary screen, biochemical, AlphaScreen, single concentration. AID 623870, 2012. AlphaScreen His-ARNT PAS-B/GST-TACC3 binding, luminescence; TACC3 fragment carries E629A point mutation. 390,000 tested, 0.66% active. Transforming acidic coiled-coil-containing protein 3 (Homo sapiens), Q9Y6A5. inhibition, % at 9.99 µM;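 active means mean inhibition of replicates at least 50% and at least half of replicates each reaching 50%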;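 further: 0% = complete ARNT plus TACC3 wells and 100% = ARNT alone without TACC3; many hits fall short of the cut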
# Statin myotox sup = suppressors of statin myotoxicity in C2C12 myotubes, primary screen, cell-based, single point, plate reader; C2C12 myotubes + simvastatin, ATP luminescence, 48 h; scaled: DMSO 0, geranylgeraniol control 100; rescue of ATP level, % at 7.49 µM; 330,000 tested, 0.78% active;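 active means mean ATP rescue above about 67%, or every replicate alone reaching that limit, limit read from the data, passing the limit was not always enough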;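 further: myotubes were challenged with 10 µM simvastatin during compound exposure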
# The depositor's hits bear a star; . = not tested or not shown; [ ] = dose if it differs, or a comment.
# Below each compound – miR122 inh	Cneo AK release	SIRT5 block	esBAF inh	ERp5 block	ARNT-TACC3 inh	Statin myotox sup
C[C@H]1CN([C@@H](C)CO)C(=O)c2cc(C#Cc3cccnc3)cnc2O[C@@H]1CN(C)Cc1ccncc1
  1.0[16.7 µM]	-0.8	.	0.6	.	6.7	-33.2
COc1ccccc1CN1[C@H](CO)[C@@H]2c3ccccc3N(C(=O)C3CCCC3)C[C@@H]21
  -20.0[16.7 µM]	1.5	7.5	-4.4	0.4	8.4	25.8
Cc1ccc2c(Cl)c(C(=O)N/N=C/c3cccn3C)sc2c1
  7.2	9.0	-7.3	.	1.8	0.4	.
O=C(COC(=O)CNC(=O)c1ccc(Cl)cc1)Nc1cccc(S(=O)(=O)N2CCCC2)c1
  0.7	11.5	-3.0	-15.1	8.4	-4.9	-6.0
CN(C)CC1CCCCC1OC(=O)c1ccc(Cl)cc1Cl (configuration not stated)
  .	.	5.1	.	-4.0	-6.1	.
COc1ccc(S(=O)(=O)Nc2ccc3c(c2)C(=O)N([C@H](C)CO)C[C@H](C)[C@H](CN(C)S(=O)(=O)c2ccc(F)cc2)O3)cc1
  -5.6[16.7 µM]	-1.2	3.5	2.3	4.1	5.9	.
CC(=O)c1cccc(NC(=O)C(NC(C)C)c2ccccc2)c1 (configuration not stated)
  .	.	-0.5	.	6.8	-5.7	.
O=C(CC(Sc1ccc(Br)cc1)C(=O)O)c1ccc(F)cc1 (configuration not stated)
  0.2	3.0	2.6	7.0	-4.8	-4.0	34.5
COc1ccccc1NS(=O)(=O)c1ccc2c(c1)CCN2C(=O)CCC(=O)O
  5.8	-0.3	-2.3	9.4	-3.1	-29.1	3.9
CCOC(=O)C1CCN(S(=O)(=O)c2cccc(-c3cn4cc(C)ccc4n3)c2)CC1
  .	0.2	-4.1	12.6	5.1	7.0	-5.3
Cc1cc(F)ccc1-c1cc(C(=O)NCc2ccco2)[nH]n1
  -2.8	0.5	.	12.1	3.6	.	1.7
CCN(CC)c1ccc(C=Nc2cc(C)cc(C)c2)c(O)c1
  .	.	-6.3	.	-0.5	2.6	.
CC1(C)CC(=O)C=C(c2ccc(COC(=O)C3CC3)cc2)C1=O
  -4.6	5.1	3.5	34.6	2.3	.	-4.5
COc1ccc(COC(=O)c2cccc(S(=O)(=O)N3CCN(C(C)=O)CC3)c2)cc1
  3.9	-0.1	-1.3	.	1.9	3.5	-8.1
Nc1c(Cl)cc(C(=O)NC2CC2)cc1Cl
  3.0	7.0	0.8	-15.6	5.5	25.3	-9.6

# Entries of single compounds as entered above. Screens in order: miR122 inh	Cneo AK release	SIRT5 block	esBAF inh	ERp5 block	ARNT-TACC3 inh	Statin myotox sup
# `CCOC(=O)C1CCN(S(=O)(=O)c2cccc(-c3cn4cc(C)ccc4n3)c2)CC1` in the list: .	0.2	-4.1	12.6	5.1	7.0	-5.3
# `COc1ccccc1NS(=O)(=O)c1ccc2c(c1)CCN2C(=O)CCC(=O)O` in the list: 5.8	-0.3	-2.3	9.4	-3.1	-29.1	3.9
# `Nc1c(Cl)cc(C(=O)NC2CC2)cc1Cl` in the list: 3.0	7.0	0.8	-15.6	5.5	25.3	-9.6
# `COc1ccc(S(=O)(=O)Nc2ccc3c(c2)C(=O)N([C@H](C)CO)C[C@H](C)[C@H](CN(C)S(=O)(=O)c2ccc(F)cc2)O3)cc1` in the list: -5.6[16.7 µM]	-1.2	3.5	2.3	4.1	5.9	.
# `CC1(C)CC(=O)C=C(c2ccc(COC(=O)C3CC3)cc2)C1=O` in the list: -4.6	5.1	3.5	34.6	2.3	.	-4.5

# The listing continues:
# Below each compound – miR122 inh	Cneo AK release	SIRT5 block	esBAF inh	ERp5 block	ARNT-TACC3 inh	Statin myotox sup
O=C(Cc1cccs1)NCc1cccs1
  -17.6	0.6	-3.7	6.3	-5.0	-6.0	3.2
CCOC(=O)c1cccc(NC(=O)CSc2nc3cccnc3n2C)c1
  -5.7	2.8	.	-33.6	.	-3.1	5.5
COc1cccc(-c2cnc3c(c2)C(=O)N([C@@H](C)CO)C[C@@H](C)[C@H](CN(C)C(C)=O)O3)c1
  -1.9[16.7 µM]	0.4	4.7	-1.2	3.1	-7.9	10.9
COc1ccc(/C=C(\C#N)C(=O)Nc2ccccn2)cc1
  .	-2.4	-1.1	3.3	0.1	-1.1	-1.6
CCN1c2ccccc2-c2nc3ccccc3n2C1c1cccs1 (configuration not stated)
  .	.	-16.9	.	-4.0	-13.0	.
Cc1[nH]c2ccccc2c(=O)c1CN(C)Cc1ccccc1
  -10.6	-0.6	-3.4	57.1*	5.0	.	.
COc1ccc(Nc2nnc(-c3ccc(C)cc3)c3ccccc23)cc1C(=O)N1CCCCC1
  -16.7	9.8	0.0	1.2	-0.7	.	-7.7
Oc1cccc(C=NNc2ccccn2)c1
  .	-7.5	-1.6	75.6*	3.0	12.7	6.4
O=C(Nc1nc2c(s1)CN(Cc1ccccc1)CC2)C1CCCC1
  2.9	.	3.0	.	9.0	9.3	.
CCn1c(CCC(=O)Nc2cc(F)ccc2C)nc2cc(S(=O)(=O)N(C)C)ccc21
  -4.1	4.6	.	12.9	.	0.4	.
O=C(CN1C(=O)NC2(CCCC2)C1=O)Nc1cc(S(=O)(=O)N2CCCCC2)ccc1Cl
  .	1.2	-1.5	6.1	-6.3	4.4	11.3
Cc1ccccc1CSCC(=O)NC1CCCC1
  2.5	2.4	.	32.3	.	-4.6	18.0
CNC(=O)C[C@H]1CC[C@@H]2[C@H](COc3ccc(NC(=O)c4ccccc4F)cc3C(=O)N2C)O1
  -10.0[16.7 µM]	-1.9	.	-0.2	.	-7.0	19.2
CCOC(=O)c1ccccc1-c1cn2cc(Cl)ccc2n1
  -6.6	-15.0	.	8.7	-1.2	.	-6.5
CN1C(=O)CS/C1=N\NC(=O)COc1cccc2cccnc12
  .	.	-1.8	.	9.5	-9.0	.

# The results go on:
# Below each compound – miR122 inh	Cneo AK release	SIRT5 block	esBAF inh	ERp5 block	ARNT-TACC3 inh	Statin myotox sup
CC(C)NC[C@@H]1[C@@H](c2ccc(C3=CCCCC3)cc2)[C@H](CO)N1C(=O)NC(C)C
  -12.5[16.7 µM]	4.1	2.7	-4.5	4.8	18.4	-9.6
OC(CCN1CCOCC1)(c1ccc(Cl)cc1)C1CCCCC1 (configuration not stated)
  5.6	0.9	.	-2.6	.	1.4	-11.9
CC(C)NC(=O)N(C)C[C@@H]1Oc2ccc(NC(=O)C3CC3)cc2CC(=O)N([C@H](C)CO)C[C@H]1C
  1.6[16.7 µM]	.	.	-0.2	.	.	-23.4
C[C@H](CO)N1C[C@H](C)[C@@H](CN(C)CC2CCCCC2)Oc2c(NS(=O)(=O)c3ccc(Cl)cc3)cccc2C1=O
  -2.1[16.7 µM]	49.6	0.3	5.0	-3.9	-5.3	-5.6
CCN1C(=O)[C@H]2[C@H]3CN=C(SCc4ccccc4)N3[C@@](Cc3ccccc3)(C(=O)OC)[C@H]2C1=O
  .	-1.9	-2.1	1.2	-1.8	1.3	-10.4
O=C(CCN1C(=O)c2ccccc2C1=O)Nc1ccc(-c2cn3ccsc3n2)cc1
  -2.7	3.7	.	-8.4	.	-4.8	-7.2
COc1ccccc1C(=O)Nc1ccc2c(c1)C(=O)N(C)[C@@H]1CC[C@H](CC(=O)NCc3ccc(Cl)c(Cl)c3)O[C@H]1CO2
  -6.7[16.7 µM]	2.9	12.2	2.8	8.1	.	14.4
CCC(=O)N1CCN(c2ccnc3cc(Cl)ccc23)CC1
  .	.	-2.0	.	2.3	-6.5	.
CCCN(C)C[C@@H]1OCCCC[C@@H](C)Oc2ccc(NC(=O)Nc3cccc4ccccc34)cc2C(=O)N([C@H](C)CO)C[C@@H]1C
  -3.5[16.7 µM]	2.1	-3.9	-4.1	9.0	3.2	.
COc1ccc(S(=O)(=O)N(C)C[C@H]2OCCCC[C@@H](C)Oc3ccc(NS(=O)(=O)c4cn(C)cn4)cc3C(=O)N([C@H](C)CO)C[C@@H]2C)cc1
  6.5[16.7 µM]	3.4	0.6	-7.3	-0.6	-6.0	.
COc1ccc(N(CC(=O)Nc2cccc3ccccc23)S(C)(=O)=O)cc1
  14.2	-0.8	1.8	8.4	1.2	-9.9	14.5
Cc1ccc(/C(O)=C2/C(=O)C(=O)N(c3ccccn3)C2c2cccc([N+](=O)[O-])c2)cc1 (configuration not stated)
  .	3.3	2.6	-5.8	0.9	-6.1	-0.2
CC(C)=CCc1c(O)c(CC=C(C)C)c2c(c1O)C(=O)CC(c1ccc(O)cc1)O2 (configuration not stated)
  5.4	-1.7	.	16.2	2.4	2.3	-2.2
NC1=C(c2ccc(F)cc2)C(=O)CS1
  6.1	7.3	.	-8.9	.	3.1	2.8
O=S(=O)(c1ccc(F)cc1)n1cnc2ccccc21
  -3.4	3.5	0.9	1.0	2.3	0.2	2.6

# More records follow.
# Below each compound – miR122 inh	Cneo AK release	SIRT5 block	esBAF inh	ERp5 block	ARNT-TACC3 inh	Statin myotox sup
CCc1ccc(N2CC(C(=O)NC3CC3)CC2=O)cc1 (configuration not stated)
  6.6	0.2	-0.7	2.1	3.8	-6.8	0.6
C[C@@H]1CN([C@H](C)CO)C(=O)c2cccc(NS(=O)(=O)c3ccc(F)cc3)c2O[C@H]1CN(C)S(=O)(=O)c1cn(C)cn1
  4.8[16.7 µM]	-2.1	3.4	-3.1	0.0	1.5	-2.1
O=C(COc1ccc2cc(Br)ccc2c1)N1CCOCC1
  -4.7	-0.7	0.3	48.4*	3.9	.	-6.9
CC(=O)NC(=S)Nc1ccccc1F
  1.4	.	-1.3	-3.8	2.8	-9.0	-14.3
CCC(=O)c1ccc(OCC(=O)Nc2ccccc2N2CCOCC2)cc1
  .	0.6	-1.4	-0.6	-1.1	.	3.2
Cc1ccc(NC(=O)Cn2c([N+](=O)[O-])cnc2C)cc1Cl
  -5.8	0.1	-4.0	0.4	4.2	-31.3	13.2
C[C@@H]1CN([C@@H](C)CO)C(=O)c2cc(NC(=O)Cc3ccccc3)ccc2O[C@H]1CN(C)Cc1ccc(Cl)c(Cl)c1
  -1.1[16.7 µM]	0.1	14.1	0.5	5.2	-7.1	-10.6
COc1ccc(/C=C/c2nnc(NC(=O)CSc3ccc(C)cc3)s2)cc1
  4.2	-1.0	-2.6	23.7	4.4	0.0	0.7
CC(C)(C)OC(=O)NCCCCCNC(=O)c1[nH]cnc1C(=O)N[C@@H](CCCCNC(=O)OC(C)(C)C)C(=O)OC(C)(C)C
  -19.2	-0.3	.	5.8	.	2.7	-8.2
Cc1ccc(S(=O)(=O)N(C)c2ccc(C(=O)Nc3ccccc3C(=O)N3CCOCC3)cc2)cc1
  .	0.4	-1.2	-0.6	3.0	13.5	5.0
CCOc1cnn(-c2ccccc2)c(=O)c1Cl
  .	.	0.3	.	-0.8	-7.2	.
COc1cc(C(=O)NCC(=O)OCC(=O)N2CCc3ccccc32)cc(OC)c1OC
  .	.	-5.7	.	3.8	-0.5	.
c1ccc(N2CCN(Cc3cn4cccnc4n3)CC2)cc1
  .	-0.7	-6.8	-2.7	5.8	-3.1	27.4
C[C@@H]1CCCCO[C@@H](CN(C)Cc2ccncc2)[C@H](C)CN([C@@H](C)CO)C(=O)c2cc(NC(=O)Nc3ccccc3)ccc2O1
  -1.7[16.7 µM]	0.6	7.5	.	-1.3	-14.4	.
CCn1cc(CNC(=O)c2cc(COc3ccc(F)cc3Cl)on2)cn1
  -2.9	-1.5	-8.6	19.0	5.0	.	-4.2
S=c1nc(-c2cc(Cl)ccc2Cl)[nH][nH]1
  -2.1	2.3	-4.3	-5.2	-1.9	.	-2.3
C[C@H](CO)N1C[C@H](C)[C@@H](CN(C)C(=O)c2ccccc2)OCCCC[C@H](C)Oc2ccc(NS(=O)(=O)c3cccs3)cc2C1=O
  13.2[16.7 µM]	-2.2	3.1	-1.7	-3.3	-4.4	-2.2
Cc1ccc(N(CC(=O)NC2CCCC2)C(=O)CNC(=O)c2cccs2)c(C)c1
  10.2	1.1	-1.3	-8.7	2.2	.	5.1
